KOR beta-arrestin-1: kappa opioid receptor activators – cell-based, luminescence, uHTS, primary screen (AID 1777). KOR beta-arrestin recruitment, luminescence; higher % means a stronger effect. activation, % at 10 µM, or EC50 in µM where a hit was titrated. hit rate 0.02% among 280,000; in the data active = activation above about 50%, passing the limit was not always enough; also: a part of the inactive calls stands beside numbers as strong as those of hits
NS5 inhibitors: Dengue-2 NS5 methyltransferase inhibitors, primary screen, biochemical, confirmation dose response (AID 588689) | inhibition, % at 25 µM; hits with a dose series show IC50 in µM | Dengue-2 NS5 methyltransferase capping enzyme assay, biochemical; higher % means a stronger effect | hit rate 0.3% among 340,000; in the data active = a potency from the dose series; inconclusive = inhibition above about 29% without an active follow-up result
NOD2 inhibition: inhibition of NOD2-driven NF-kB reporter – cell-based, luminescence, uHTS, HEK293 (AID 1566) | HEK293 NOD2/NF-kB luciferase reporter, luminescence; higher % means a stronger effect | inhibition, % at 4 µM, or EC50 in µM where a hit was titrated | hit rate 0.63% among 290,000; also: many of its hits are not listed in these tables
West Nile virus CPE: inhibition of WNV-induced cytopathic effect – cell-based, CPE readout (AID 1621). CPE inhibition, % at 10 µM; hits with a dose series show IC50 in µM. hit rate 0.02% among 290,000. West Nile virus-infected cells, CPE inhibition; higher % means a stronger effect; in the data active = a potency from the dose series; inconclusive = CPE inhibition mostly from about 3.7% at the one dose, without a potency; inactive = the rest, 99 in 100 with CPE inhibition below about 2.2%; also: strong numbers were not always called active
HIV fusion peptide: inhibitors of HIV fusion peptide binding, primary screen, biochemical, uHTS, fluorescence dequenching (AID 1986); hit rate 0.3% among 290,000; one-dose inhibition, % at 20 µM; IC50 in µM for titrated hits; cell-free peptide binding, fluorescence dequenching, 30 min; higher % means a stronger effect; in the data active = inhibition mostly above about 52%, no sharp cut-off; inactive = mostly below about 76%; also: some results filed as inactive read as strong as hits
AID2073: inhibitors of Mint1-CaV2.2 protein interaction, biochemical, HTRF (AID 2073). HTRF protein-protein interaction, Mint1-CaV2.2; higher % means a stronger effect. inhibition, % at 20 µM, or IC50 in µM where a hit was titrated. hit rate 0.19% among 290,000; in the data active = inhibition mostly above about 51%, no sharp cut-off; inconclusive = no clear call, values can overlap the other calls; inactive = mostly below about 53%; also: some results filed as inactive read as strong as hits
Yfh1-depleted yeast: mitochondrial function rescue without frataxin homolog – Friedreich's ataxia, plus single-dose screen, dose response (AID 1465); S. cerevisiae Yfh1-off respiration, WST-1 reduction, 72 h; higher fold induction means a stronger effect; one-dose fold induction at 50 µM; EC50 in µM for titrated hits; hit rate 0.074% among 220,000;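 active = fold induction of absorbance versus untreated yeast above a set limit, then at least 30% activation at any dose in follow-up; inconclusive = repeats straddling the limit, or above it without dose testing; inactive = fold induction below the set limit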;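 also: activators that raise dye reduction in frataxin-depleted yeast; strong numbers were not always called active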
KOR beta-arrestin-2: KOR antagonists, beta-arrestin recruitment, cell-based, luminescence, uHTS (AID 1778). KOR beta-arrestin recruitment, luminescence, antagonist mode; higher % means a stronger effect. hit rate 0.091% among 290,000. inhibition, % at 10 µM; hits with a dose series show IC50 in µM; also: strong numbers were not always called active
NOD1 NF-kB reporter: inhibition of NOD1-driven NF-kB reporter – cell-based, luminescence, uHTS, primary screen (AID 1578) | NOD1-driven NF-kB luciferase reporter cells, luminescence; higher % means a stronger effect | one-dose inhibition, % at 4 µM; EC50 in µM for titrated hits | hit rate 1% among 290,000; in the data active = inhibition mostly above about 36%, no sharp cut-off; inactive = mostly below about 34%;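 also: HEK-293T reporter cells stimulated with the NOD1 agonist gamma-tri-DAP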
* = called active by the depositor; i = inactive; ? = inconclusive; . = not tested or not shown; [ ] = another dose, or the depositor's remark. Rule as the data show it, unless noted: active = inhibition above about 50%; inactive = the rest.

SMILES	KOR beta-arrestin-1	NS5 inhibitors	NOD2 inhibition	West Nile virus CPE	HIV fusion peptide	AID2073	Yfh1-depleted yeast	KOR beta-arrestin-2	NOD1 NF-kB reporter
COCCn1c(C)cc(C(=O)CSc2cc(C)c3ccc(OC)cc3n2)c1C	-1.4%	7%	14%	-0.8%	12%	-18%	i	-22%	-17%
O=S(=O)(c1ccc(Br)cc1)c1nc(-c2ccccc2)oc1NCc1cccnc1	6.1%	3%	14%	-0.2%	-0.7%	6%	i	-8%	-5%
CCc1ccccc1N(CC(=O)NCc1ccco1)C(=O)CCC(=O)Nc1nccs1	-2.4%	-6%	-16%	-0.3%	0.4%	-7%	.	-3%	-20%
O=C(Nc1ccc(Cl)cc1)N[C@@H]1c2c(ccc3ccccc23)OC[C@@H]1CO	1.5%	-6%	-15%	-1.3%	2.6%	10%	i	-20%	0%
N#Cc1c(C(F)(F)F)cc(-c2cccs2)nc1N1CCCCC1	7.9%	8%	-12%	-0.3%	9.4%	14%	i	-6%	-10%
Cc1ccccc1N1CCN(C2CCCN(C(=O)CCN3CCCO3)C2)CC1 (configuration not stated)	-1.9%	-2%	-8%	-0.4%	1.8%	9%	.	-18%	-2%
CC1(C)CC(=O)C2=C(C1)OC(N)=C(C#N)C2c1ccoc1 (configuration not stated)	0.9%	0%	-9%	-0.1%	0.3%	7%	i	2%	-50%
COC(=O)C1=C(N)OC2=C(C(=O)CC(C)(C)C2)C1c1cc2c(cc1Cl)OCO2 (configuration not stated)	1.2%	.	0%	-0.2%	-1.6%	9%	.	-14%[20 µM]	22%
COc1ccccc1N1C(=O)[C@@H]2[C@H](C1=O)[C@H](C(=O)c1ccc(OC(C)=O)cc1)N1N=CC=C[C@@H]21	3.4%	.	-4%	1.1%	5.4%	18%	i	-10%	-12%
COc1cccc(NC(=O)CSc2nnc(-c3ccc(C)cc3)o2)c1	8.3%	-3%	-123%	0.5%	-0.4%	6%	i	-44%	-47%
COc1ccc(C(C)=O)cc1COC(=O)c1c(C)noc1C	4.6%	-2%	-3%	-0.3%	0.7%	2%	i	-12%	-28%
CN(C)c1nc(N(C)C)n(Cc2c(Cl)cccc2Cl)n1	-6.0%	-4%	18%	.	-1.1%	-8%	.	4%	-6%
COc1ccccc1N1CCN(C(=O)c2cc(C)oc2C)CC1	3.7%	1%	-3%	-0.2%	-1.4%	8%	i	-20%	4%
Cc1ccc(F)c(NC(=O)c2ccc(Cn3cc(Cl)cn3)cc2)c1	-2.4%	-1%	-12%	-0.6%	0.3%	-3%	i	-43%[20 µM]	8%
COc1cccc(CNC(=O)C2CCN(S(=O)(=O)N3CCCC3)CC2)c1	-2.3%	-7%	2%	0.2%	1.2%	18%	i	8%	-17%
O=C(NCCN1CCNC1=O)C1CCC(=O)N(Cc2cccc(C(F)(F)F)c2)C1 (configuration not stated)	1.9%	-4%	-1%	0.3%	-0.4%	1%	.	-56%	38%
Oc1ccccc1C=NCCN=Cc1ccccc1O	-1.6%	-5%	2%	-0.2%	2.2%	-6%	i	5%	-4%
COc1ccc(OCCOc2ccc(C)nc2[N+](=O)[O-])cc1	1.1%	4%	15%	-0.4%	0.4%	8%	i	33%	-18%
Cc1sc(NC(=O)C2CCCO2)c(C#N)c1C (configuration not stated)	-3.2%	-5%	-15%	0.6%	5.2%	0%	i	-60%	-30%
CCc1ccc2oc(-c3cccc(NC(=O)c4cccnc4)c3)nc2c1	-6.0%	-4%	-26%	2.0%	2.1%	24%	i	-15%	-23%
COc1cc(C2NC(=O)NC(C)=C2[N+](=O)[O-])cc(OC)c1OC (configuration not stated)	.	-6%	26%	-0.1%	-2.4%	4%	i	4%	3%
CC(O)CC(C(=O)NNc1ccccc1)C(=O)NNc1ccccc1 (configuration not stated)	-3.1%	-1%	-87%	0.0%	-2.7%	0%	i	6%	-24%
CC(C)C1Cc2c(sc3ncnc(NN)c23)CO1 (configuration not stated)	-1.1%	-1%	9%	-0.1%	-2.7%	7%	.	-14%	-12%
CCOC(=O)N1CCC(NC(=O)c2cc(COc3ccc(F)cc3Cl)on2)CC1	1.2%	-2%	3%	-0.1%	-0.8%	9%	.	-17%	-7%
CC(c1nnc(SCC(=O)c2c(N)n(C)c(=O)n(C)c2=O)n1-c1ccc(Cl)cc1)N(C)C (configuration not stated)	-5.8%	-2%	-4%	-0.1%	0.5%	3%	i	-77%	12%
CCc1ccc(-c2nc(CS(=O)CC(=O)NCc3ccc4c(c3)OCO4)c(C)o2)cc1 (configuration not stated)	-4.0%	11%	-79%	-0.1%	-0.3%	-4%	.	33%	-25%
COc1cc(/C=N\NC(=O)Cn2nnc3ccccc32)cc(OC)c1OC	-3.0%	-5%	-4%	-0.1%	-2.2%	-4%	i	25%	7%
Cn1nnnc1SCC(=O)Nc1cc(C(C)(C)C)nn1-c1ccccc1	-0.2%	-6%	16%	-0.2%	-1.8%	16%	i	-1%	3%
COC(=O)CC(c1ccc(C#N)cc1)n1c(C)ccc1C (configuration not stated)	-1.4%	-4%	-6%	-0.4%	1.0%	-6%	i	8%	-8%
Cc1cc(Cl)ccc1OCCCC(=O)NCCCn1ccnc1	0.9%	-3%	9%	-0.4%	1.4%	38%	i	-21%	-29%

Individual results from the results shown:
Reading of CC(c1nnc(SCC(=O)c2c(N)n(C)c(=O)n(C)c2=O)n1-c1ccc(Cl)cc1)N(C)C (configuration not stated) in NS5 inhibitors: -2%
Reading of CC(C)C1Cc2c(sc3ncnc(NN)c23)CO1 (configuration not stated) in NOD2 inhibition: 9%
Reading of Cc1cc(Cl)ccc1OCCCC(=O)NCCCn1ccnc1 in NOD2 inhibition: 9%
Reading of COC(=O)CC(c1ccc(C#N)cc1)n1c(C)ccc1C (configuration not stated) in West Nile virus CPE: -0.4%

The listing continues:
SMILES	KOR beta-arrestin-1	NS5 inhibitors	NOD2 inhibition	West Nile virus CPE	HIV fusion peptide	AID2073	Yfh1-depleted yeast	KOR beta-arrestin-2	NOD1 NF-kB reporter
CC(NC(=O)COC(=O)Cc1ccc(-c2ccccc2)cc1)c1ccccc1 (configuration not stated)	-0.1%	-10%	14%	-0.1%	-0.2%	-3%	i	-2%	-11%
C=CCOc1cccc(NC(=O)c2ccccc2SC)c1	1.1%	-3%	-1%	-1.0%	-1.4%	0%	i	5%[20 µM]	-37%
Cc1cc2nc(-c3ccc[nH]c3=O)n(Cc3ccc(F)cc3)c2cc1C	3.8%	-11%	0%	-1.4%	1.0%	41%	.	-48%	-15%
Cc1ccc(NC(=O)C2C3C=CC4(O3)C2C(=O)N(CCCN2CCCC2)C4C(=O)NC2CCCCC2)cc1Cl (configuration not stated)	-4.6%	-4%	-2%	0.4%	0.5%	4%	.	-23%	-24%
CN(CCCNC(=O)C1CCC(CNS(=O)(=O)c2ccccc2)CC1)Cc1ccccc1 (configuration not stated)	-0.9%	-7%	3%	-0.1%	-1.1%	1%	.	14%	-26%
CCn1c(C)c(C)c2cc(C(=O)NCCCN3CCCCC3)ccc21	4.4%	-6%	11%	0.0%	2.3%	0%	.	-46%	6%
CCc1c(C)sc(NC(=O)c2ccco2)c1C(=O)N1CCOCC1	6.2%	0%	-1%	0.0%	1.2%	-18%	i	-58%	-11%
C=CCn1c(-c2cccc([N+](=O)[O-])c2)n[nH]c1=S	-1.9%	4%	5%	0.5%	-0.5%	-12%	i	2%	34%
CCC(CC)=NNc1ccc([N+](=O)[O-])cc1[N+](=O)[O-]	1.3%	-1%	-68%	-1.0%	1.2%	0%	i	-12%	-24%
O=c1[nH]c2ccccc2s1	5.6%	-3%	-2%	-0.2%	2.0%	11%	i	-34%	-23%
COc1cccc(C(=O)Nc2ccc(-n3nncc3C(C)(C)C)cc2)c1	-2.0%	-7%	4%	-1.3%	2.6%	3%	i	17%	-11%
Cn1c(=O)c2[nH]c(N3CCN(c4ccccc4)CC3)nc2n(C)c1=O	-1.1%	-14%	8%	0.7%	-0.6%	6%	i	-14%	-26%
CCN1CCCC1CNC(=O)Cn1nc(C)n2c(cc3cc(F)ccc32)c1=O (configuration not stated)	-3.1%	-3%	18%	-0.2%	-0.5%	5%	.	-34%	-4%
Cc1noc(NS(=O)(=O)c2ccc(NC(=O)CSc3n[nH]c(-c4ccccc4)n3)cc2)c1C	0.5%	-2%	-7%	0.4%	8.1%	6%	i	1%	-31%
O=C(C1CCN(S(=O)(=O)c2ccccc2)CC1)N1CCCCCC1	4.7%	-3%	0%	-0.1%	0.4%	10%	.	-11%	-26%
COc1ccc(OC)c(-c2csc(NC(=O)c3ccc(F)cc3)n2)c1	-2.2%	-7%	-34%	-0.6%	3.2%	17%	.	-48%	-9%
Brc1ccc2c(c1)CNc1c(ncnc1N1CCOCC1)O2	7.7%	-5%	10%	0.3%	-1.1%	8%	i	11%	13%
O=C1C(=O)N(CCO)C(c2ccccc2[N+](=O)[O-])/C1=C(\O)c1ccccc1 (configuration not stated)	-1.1%	5%	-8%	-0.4%	-1.2%	-11%	.	-10%	-11%
COc1ccccc1/C=C/c1nc(S(=O)(=O)c2ccccc2)c(N(C)C)o1	-0.9%	-41%	10%	-0.1%	-2.8%	-8%	.	-3%	3%
COc1ccc(N2CCCn3c2nc2c3c(=O)n(Cc3ccccc3F)c(=O)n2C)cc1	-2.6%	.	7%	.	0.4%	-5%	.	-10%	-15%
CN(C)CCCNC(=O)C1CCNCC1	.	-1%	7%	0.4%	0.3%	-11%	i	-21%	-13%
O=c1[nH]c2cc3c(cc2cc1CN(Cc1nnnn1CC1CCCO1)C1CCCC1)OCO3 (configuration not stated)	8.8%	?	6%	.	-3.6%	34%	.	-36%	16%
CC(=O)N1CCc2cc(S(=O)(=O)NCCC(=O)N3CCN(c4ccccn4)CC3)ccc21	-1.1%	-2%	16%	-0.4%	0.9%	4%	i	11%	-2%
O=C1CC(SCc2nc3ccccc3[nH]2)C(=O)N1c1ccc(Cl)cc1 (configuration not stated)	-3.2%	-10%	-27%	0.3%	0.4%	-1%	i	23%	-34%
Cc1nc(SCC(=O)NCc2ccco2)c2c3c(sc2n1)CCCC3	4.1%	-1%	-3%	1.8%	0.1%	-2%	i	-28%	12%
Cn1c(C(=O)NCc2ccccn2)cc2c(=O)n(C)c3ccccc3c21	3.2%	-2%	-6%	1.3%	-0.5%	1%	i	-18%	-32%
CCOC(=O)C1CCCN(C(=O)CSc2nc(C)cc(C)n2)C1 (configuration not stated)	-2.1%	-7%	-4%	0.3%	0.3%	1%	.	-24%	-11%
Cc1cc(NC(=O)CCN2C(=O)C3C4CCC(C4)C3C2=O)c(C)cc1Br (configuration not stated)	2.7%	-3%	15%	-0.9%	-3.6%	20%	i	14%	3%
O=C(Nc1cc(S(=O)(=O)N2CCCCC2)ccc1O)c1ccccc1NS(=O)(=O)c1ccc(F)c(F)c1	2.7%	20%	5%	-0.6%	63%*	19%	i	19%	-27%

Just KOR beta-arrestin-1, for some of the entries so far:
Compound	KOR beta-arrestin-1
O=C1CC(SCc2nc3ccccc3[nH]2)C(=O)N1c1ccc(Cl)cc1 (configuration not stated)	-3.2%
Cc1nc(SCC(=O)NCc2ccco2)c2c3c(sc2n1)CCCC3	4.1%

This is a subset; the hit share may differ from the screen's.
